# Screens deposited in PubChem BioAssay by Southern Research Specialized Biocontainment Screening Center.
# VEEV TC-83 Vero – inhibitors of VEEV TC-83 cytopathic effect, confirmation, Vero cells (AID 588727); Vero cells, VEEV TC-83 cytopathic effect inhibition; higher % means a stronger effect; actives 0.13% (n = 350,000); inhibition, % at 20 µM; hits with a dose series show IC50 in µM; in the data active = a potency from the dose series; inconclusive = inhibition mostly from about 14% at the one dose, without a potency; inactive = the rest, 99 in 100 with inhibition below about 12%; note: strong numbers were not always called active
# H1N1 NS1A inhibition – H1N1 influenza NS1A inhibitors, functional cell based assay (AID 504329); NS1A functional cell-based assay, percent inhibition; higher % means a stronger effect; inhibition, % at 12.5 µM; hits with a dose series show IC50 in µM; actives 0.3% (n = 340,000); in the data active = a potency from the dose series; inconclusive = inhibition above about 27% without an active follow-up result; note: strong numbers were not always called active
# M. tuberculosis HTS – M. tuberculosis growth inhibition, HTS (AID 449762). M. tuberculosis H37Rv growth inhibition, 7H9 media; higher % means a stronger effect. one-dose inhibition, % at 25 µM; IC50 in µM for titrated hits. actives 0.59% (n = 330,000); in the data active = a potency from the dose series; inconclusive = inhibition above about 70% without an active follow-up result;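 note: bacterial growth assessed after seven days of incubation; strong numbers were not always called active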
# PhoP GFP inhibition – PhoP regulon inhibitors, Salmonella typhi PhoP promoter GFP reporter, confirmatory (AID 1850); Salmonella Typhi PhoP-promoter GFP reporter, fluorescence, 4 h; higher % means a stronger effect; inhibition, % at 50 µM, or IC50 in µM where a hit was titrated; actives 0.33% (n = 310,000); in the data active = a potency from the dose series; inconclusive = inhibition mostly from about 25% at the one dose, without a potency; inactive = the rest, 99 in 100 with inhibition below about 19%;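 note: 0% = induced wells with vehicle and 100% = uninduced wells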
# tuberculosis growth – growth inhibition of non-replicating M. tuberculosis (AID 488890) | one-dose inhibition, % at 25 µM; IC50 in µM for titrated hits | actives 0.39% (n = 320,000) | Mycobacterium tuberculosis non-replicating, growth inhibition; higher % means a stronger effect; in the data active = a potency from the dose series; inconclusive = inhibition mostly from about 82% at the one dose, without a potency; inactive = the rest, 99 in 100 with inhibition below about 76%;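 note: plate controls were DMSO cells for no effect and high antibiotic wells for full effect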
# Numbers without * were called inactive; i = inactive; ? = inconclusive; / = not tested or not shown. Rows were taken by chance; about 1.5% have a hit in one of these screens.
# The line under a structure holds: VEEV TC-83 Vero	H1N1 NS1A inhibition	M. tuberculosis HTS	PhoP GFP inhibition	tuberculosis growth
- C=CCn1c(SCC(=O)NC(=O)NCc2ccco2)nc2sc(CC)cc2c1=O
→ 0.3%	-1%	-8%	-5%	7%
- COC(=O)N/N=C(/c1ccccc1)C1CCCCC1
→ /	/	0%	-8%	0%
- COc1cccc(CN2CCNC(=O)C2CC(=O)NCCn2cccn2)c1OC (stereo unspecified)
→ 0.0%	5%	3%	-3%	-10%
- Nc1nc(SCC(=O)Nc2cc(Cl)ccc2Cl)n[nH]1
→ i	1%	2%	/	-1%
- CCOC(=O)n1c(=O)n(Cc2ccccc2Cl)c2ccccc21
→ 2.5%	-4%	-10%	8%	34%
- COc1ccccc1C(O)(C(=O)NNc1cccc(C)c1)c1ccccc1OC
→ i	4%	?	-1%	-8%
- CC(C)n1c(=NC(=O)c2ccco2)c(C#N)cc2c(=O)n3ccccc3cc21
→ 2.9%	0%	-5%	-2%	3%
- c1coc(CNc2nc(N3CCCCC3)nc3ccccc23)c1
→ 0.4%	4%	?	9%	2.9µM*
- COCCCNC(=O)c1ccc(Cn2c(=O)[nH]c3ccccc3c2=O)cc1
→ 0.7%	1%	-9%	-7%	-15%
- Cc1cc(OCC(=O)Nc2nnc(C3CC3)s2)ccc1C(C)C
→ 3.0%	-15%	-4%	/	0%
- Cc1ccc(NC(=O)C2CCCCC2C(=O)O)cc1Cl (stereo unspecified)
→ 0.6%	2%	?	-6%	35%
- O=C(CCCCCNC(=O)c1ccccc1)N=Nc1c(O)[nH]c2c(Br)cc(Br)cc12
→ /	/	?	-3%	16%
- Cc1cccc(NC(=O)Cn2nnc3sc4c(c3c2=O)CC(C)(C)OC4)c1
→ i	/	-1%	3%	5%
- O=C(Nc1cc2c(cc1Cl)-c1ccc([N+](=O)[O-])cc1C2=NO)C(F)(F)F
→ 9.4%	0%	/	/	/
- CC1=C(C(N)=O)C(c2ccc(Cl)cc2)NC(=O)N1 (stereo unspecified)
→ i	9%	-2%	-5%	4%
- COc1ccc(C(=O)CSc2nc3ccccc3n2CC(=O)NC(C)(C)C)cc1
→ 3.9%	-3%	10%	-9%	31%
- CCn1cc(CNC(=O)C2CCC(=O)N(Cc3ccc(Cl)cc3)C2)cn1 (stereo unspecified)
→ i	-2%	1%	11%	-13%
- O=C(CCNS(=O)(=O)c1ccc2nsnc2c1)N1CCN(c2ccncc2)CC1
→ i	1%	3%	/	-9%
- COc1ccc(-n2c(SCCN(C)C)nc3ccccc3c2=O)cc1
→ 0.1%	9%	-9%	10%	-9%
- CCN(c1ccccc1)S(=O)(=O)c1ccc(Cl)c(NC(=O)CNCc2ccccc2OC)c1
→ 3.5%	9%	-5%	/	41%

# 3 compounds already listed, ordered by number of heavy atoms, smallest number first.
# The line under a structure holds: VEEV TC-83 Vero	H1N1 NS1A inhibition	M. tuberculosis HTS	PhoP GFP inhibition	tuberculosis growth
- COc1ccc(-n2c(SCCN(C)C)nc3ccccc3c2=O)cc1
→ 0.1%	9%	-9%	10%	-9%
- O=C(Nc1cc2c(cc1Cl)-c1ccc([N+](=O)[O-])cc1C2=NO)C(F)(F)F
→ 9.4%	0%	/	/	/
- O=C(CCCCCNC(=O)c1ccccc1)N=Nc1c(O)[nH]c2c(Br)cc(Br)cc12
→ /	/	?	-3%	16%

# (more compounds)
# The line under a structure holds: VEEV TC-83 Vero	H1N1 NS1A inhibition	M. tuberculosis HTS	PhoP GFP inhibition	tuberculosis growth
- Cc1ccc(NC(=O)CSc2nccc(=O)[nH]2)c(S(=O)(=O)N2CCOCC2)c1
→ i	11%	-6%	-8%	-7%
- CCCCN(C)C(=O)c1cc2c(Cl)nc3ccccc3c2s1
→ 5.9%	-6%	11%	-12%	?
- CCOC(=O)C1(Cc2ccc(O)cc2)NC(c2ccccc2F)C2C(=O)N(C)C(=O)C21 (stereo unspecified)
→ i	8%	-1%	4%	-7%
- CCc1nn(CCCC(=O)NCc2cc(Br)ccc2OC)c(=O)c2cc3occc3n12
→ 0.1%	0%	-1%	2%	17%
- CC(=C\c1ccccc1)/C=C1/SC(=S)N(CCC(=O)Nc2ccccn2)C1=O
→ /	/	58%	-12%	72%
- COc1cc(NC(=S)N2CCN(S(=O)(=O)c3ccc(C)cc3)CC2)cc(OC)c1
→ 6.4%	-8%	-10%	-13%	-10%
- O=C(NCC(c1ccco1)N1CCN(c2ccccc2)CC1)C(=O)NC1CCCC1 (stereo unspecified)
→ 0.9%	-3%	-2%	-2%	1%
- CCOC(=O)C1=C(O)C(=O)N(Cc2ccccc2)CC1
→ 0.3%	-5%	-2%	17%	-21%
- Cc1cc(=O)[nH]c(NN)n1
→ 0.1%	-3%	-7%	6%	-5%
- O=C(NCC(c1ccco1)N1CCCC1)c1ccc(S(=O)(=O)Nc2ccc(F)cc2)cc1 (stereo unspecified)
→ i	1%	-6%	/	13%
- O=S(=O)(c1ccccc1Br)N(CC(O)COCc1ccccc1)C1CC1 (stereo unspecified)
→ i	-7%	/	/	/
- CS(=O)(=O)N1CCN(Cc2ccc([N+](=O)[O-])cc2)CC1
→ 1.8%	-4%	-1%	11%	-4%
- COc1ccc(-c2cc(C(=O)N3CCN(C(=O)c4ccccc4F)CC3)[nH]n2)cc1
→ 3.5%	2%	-11%	-1%	-6%
- CCc1cc(C(=O)NC2CCCc3c2cnn3-c2cccc(C)c2C)n(C)n1 (stereo unspecified)
→ /	/	-5%	-2%	21%
- CCOc1nc(NCCC2=CCCCC2)nc(N2CCOCC2)n1
→ i	3%	6%	14%	2%
- CCCCN1C(=O)C(=O)N(CC(=O)c2ccc3c(c2)CCCC3)C1=O
→ 2.7%	4%	1%	/	7%
- COc1ccc(OC)c(C2C3=C(N=C4SCC(=O)N42)c2ccccc2CC3)c1 (stereo unspecified)
→ 5.2%	14%	-3%	-6%	72%
- CN(C(=O)COC(=O)CSc1cc(Cl)ccc1Cl)c1c(N)n(Cc2ccccc2)c(=O)[nH]c1=O
→ 0.3%	-10%	-5%	2%	/
- O=C(O)c1cccnc1SCc1ccc([N+](=O)[O-])cc1
→ 0.3%	-11%	0%	8%	-6%
- Nc1nc(-c2ccccc2)cn1/N=C/c1ccccc1
→ 5.7%	-2%	-3%	-13%	?
- COC(=O)[C@@]1(Cc2ccc(OC)cc2)[C@H]2c3cc(C(=O)N4CCCC4)n(CCSCCO)c3C[C@H]2CN1C(=O)c1ccccc1
→ /	/	4%	5%	10%
- Cc1cccc(NC(=O)CSc2nnc(-c3ccccc3C)o2)c1
→ i	3%	/	/	/
- Cn1c(O)c(N=NC(=O)Cn2c(C(F)(F)F)nc3ccccc32)c2ccccc21
→ 1.1%	0%	10%	-6%	1%
- CCCCSc1nnc(-c2ccccc2NC(C)=O)c(=O)[nH]1
→ 0.5%	-6%	6%	1%	11%
- CSc1ncccc1C(=O)N1CCN(S(=O)(=O)c2ccc3ccccc3c2)CC1
→ 1.6%	-3%	0%	/	29%
- COc1ccc2nc(Nc3nc(-c4ccncc4)cs3)sc2c1
→ 10%	-6%	7%	-6%	12%
- COc1ccc(N2CCN(C(=N)/C(C(C)=O)=C(\C)O)CC2)cc1
→ i	-9%	-7%	-12%	-5%
- CSc1ccc(-c2nc(CN(C)C3CCOC3)c(C)o2)cc1 (stereo unspecified)
→ 0.5%	0%	-8%	20%	-3%
- CSC(=NNC(=O)c1ccc(O)cc1)SC
→ 5.6%	5%	28%	-9%	-5%
- CC1Sc2ccc(C(=O)N3CCCC(C(F)(F)F)C3)cc2NC1=O (stereo unspecified)
→ 4.4%	-1%	-16%	4%	27%
- CC(C)NC(=O)C1(c2ccccc2)CCOCC1
→ i	3%	-3%	-1%	-4%
- CCN1C(=O)C(C)S/C1=N\S(=O)(=O)c1ccc(Cl)s1 (stereo unspecified)
→ 0.1%	-9%	-11%	-2%	2%
- C[C@H]1[C@H]2c3nc4ccccc4n3C[C@H]1ON2C1CCCCC1
→ 0.0%	1%	-7%	15%	-8%
- COc1cc(/C=C2\SC(=Nc3ccc(O)cc3)NC2=O)cc(OC)c1OC
→ /	/	-14%	-3%	-24%
- CCOC(=O)C1=C(C)NC(=O)NC1c1ccc(OC(C)C(=O)O)c(OC)c1 (stereo unspecified)
→ 0.3%	-6%	1%	-6%	-1%
- NC(N)=N/N=C/c1ccccc1Cl
→ 0.9%	7%	-3%	12%	1%
- COc1ccccc1N1CCN(C(=O)c2cc(C(C)(C)C)oc2C)CC1
→ 1.2%	6%	1%	0%	27%
- CC(=O)C1=NN(c2ccc(Cl)cc2)C(c2ccc3c(c2)OCO3)N(C(C)=O)N1C (stereo unspecified)
→ 3.7%	-6%	16%	-21%	26%
- CCc1ccc(OS(=O)(=O)c2cn(C)c(=O)n(C)c2=O)cc1
→ 0.3%	2%	-5%	-5%	-12%
- Cc1ccc(-c2nnc(COC(=O)c3cccs3)o2)cc1
→ 1.1%	-13%	?	4%	i
- CCOC(=O)C1CCCN(C2CC(=O)N(c3ccc(C)c(C)c3)C2=O)C1 (stereo unspecified)
→ 2.5%	16%	-8%	14%	68%
- Cc1sc(NC(=O)CN2CCOCC2)c(C(=O)c2ccccc2)c1C
→ i	2%	-10%	-3%	9%
- CC(C)OCCCNC(=S)N1CCC(C(=O)c2ccc3c(c2)OCCO3)CC1
→ i	-2%	3%	-1%	15%
- CCOc1cc(C2Nc3ccccc3C(=O)N2c2ccccc2OC)ccc1O (stereo unspecified)
→ 8.3%	-1%	-4%	-2%	19%
- O=[N+]([O-])c1cc(Oc2cccnc2)cc([N+](=O)[O-])c1
→ 0.1%	5%	12%	-12%	71%
- CCc1ccc(CN(C)C(=O)c2cc(COc3ccc(OC)cc3Cl)on2)nc1
→ 4.1%	-3%	-4%	-10%	39%
- COc1cccc(CN(C)C(=O)Cc2ccc(OC)c(S(=O)(=O)N3CCOCC3)c2)c1
→ 4.9%	-5%	-11%	7%	-3%
- COc1cc(N=Nc2c(C)n(C)n(-c3ccccc3)c2=O)ccc1N
→ 3.8%	8%	2%	2%	16%
- C[C@@H](C(=O)Nc1ccc2c(c1)OCO2)n1c(=O)[nH]c2ccccc2c1=O
→ 0.5%	15%	3%	-10%	-17%
- C/C(CC(=O)Nc1c(C)cc(C)cc1C)=N\NC(=O)c1cnccn1
→ 2.9%	7%	36%	-4%	64%
- COc1ccc(-c2nc3c(c(=O)[nH]c(=O)n3Cc3ccccc3)n2CCO)cc1
→ i	4%	-6%	5%	-9%
- CC1CCCCC1NC(=O)C(=O)NCC1CCCO1 (stereo unspecified)
→ 0.5%	-7%	-2%	2%	-1%
- CC(C)(C)Cc1nc2ccccc2n1CCc1ccccc1
→ i	2%	14%	-3%	63%
- COc1ccc(C(=O)OCC(=O)c2ccc3c(c2)NC(=O)CO3)cc1S(=O)(=O)N1CCOCC1
→ 1.2%	-5%	16%	/	10%
- COCCNC(=O)c1nn(-c2cc(OC)cc(OC)c2)c(=O)c2ccccc12
→ 3.0%	-8%	6%	-5%	29%
- O=C(NCc1nc2ccccc2[nH]1)C1=C[C@H](c2csc3ccccc23)C[C@H](OCc2ccc(CO)cc2)O1
→ 3.2%	-5%	?	6%	66%
- CCCCCCCCC(=O)Nc1cc(C)ccc1OC
→ 2.4%	-5%	16%	0%	0%
- Cn1ncc([N+](=O)[O-])c1C(=O)Nc1ccccc1Cl
→ i	-2%	-9%	-5%	9%
- CCOc1cc(/C=N/NC(N)=O)ccc1OCC(=O)Nc1ccc(C)c(C)c1
→ 10.0%	-6%	47%	12%	20%
- CC(C)Sc1nnc(-c2ccc(S(=O)(=O)N3CCOCC3)cc2)n1C
→ 2.7%	5%	1%	-4%	4%

# Next section.
# The line under a structure holds: VEEV TC-83 Vero	H1N1 NS1A inhibition	M. tuberculosis HTS	PhoP GFP inhibition	tuberculosis growth
- CCC(=O)N1c2ccccc2NC2=C(C(=O)CCC2)C1c1ccc(N(C)C)cc1 (stereo unspecified)
→ 1.0%	14%	0%	2%	10%
- COC(=O)c1c(-c2cc(OC)cc(OC)c2)sc2ccc(OC)cc12
→ 3.8%	-3%	29%	/	5%
- CC(C)NC(=O)CN1C(=O)NC(CCc2ccccc2)C1=O (stereo unspecified)
→ 0.9%	-5%	0%	-3%	0%
- CC(C)C(OC(=O)c1nsc(Cl)c1Cl)C(=O)NCc1ccc2c(c1)OCO2 (stereo unspecified)
→ i	-3%	-10%	-10%	26%
- Cc1ccc(S(=O)(=O)NC2CCCc3ccccc32)cc1C (stereo unspecified)
→ i	3%	4%	-2%	8%
- O=C(NCCCN1CCCC1=O)c1cccc(S(=O)(=O)N2CCCCC2)c1
→ 0.3%	-9%	-3%	/	4%
- c1ccc(CN2CCN(c3nc4ccccc4c4ccccc34)CC2)cc1
→ 4.8%	8%	?	7%	27%
- Cc1ccc(OCCCCn2ccnc2C)c(C)c1
→ 0.1%	-7%	6%	3%	35%
